AID1053144: Wnt/beta-catenin signaling activators, dose response, cell-based, iPS-derived NPC, luciferase, Wnt3a, cherry-pick (AID 1053144). actives 4.8% (n = 3,400). NPC TCF/LEF luciferase reporter, Wnt3a EC25, 24 h. activation, % at the top dose, mostly 26 µM; hits show AC30 in µM;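 active = fitted curve reaches 30% activation at a concentration no higher than the top valid tested dose, luminescence rising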;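 note: wnt3a stimulus is conditioned medium from Wnt3a-transfected mouse L cells at 5% in well; 0% = neutral control wells and 100% = CHIR-99021 positive control wells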
* hit, by the source's call; [ ] = remark or other dose. A portion of the library; the hit share may differ from the screen's.

compound | AID1053144
CCOC(=O)C1(C)C=C(Nc2cccc(OC)c2)C(=O)N1c1ccccc1 (configuration not stated) | 19%
N/C(=N\NC(=O)Nc1ccccc1)c1ccccn1 | 6%
N#Cc1nc(-c2ccc(Cl)cc2)oc1NCCc1ccccn1 | 10%
COc1cc(C)ccc1OCc1cc(C(=O)N2CCC(c3ccc(F)cc3)C2)no1 (configuration not stated) | 14%
Cc1ccc(NC(=O)c2csc3c2CCCC3)cc1 | 8%
COc1ccc(-c2nnc(-c3ccc(N)cc3)o2)cc1 | 8%
CCS(=O)(=O)N1CCc2nc(-c3ccccc3)sc2C1 | 8%
COc1cccc(/C=N/NC(=O)c2cccs2)c1 | 13%
Cc1ccc2cc3cc(C(=O)NC4CC4)oc3nc2c1 | 13%
COc1ccc(C(=O)COc2ccc(C)cc2NC(C)=O)cc1 | 15%
CC(C)(C)c1ccc(/C=C/C(=O)N2CCCCC2)cc1 | 15%
COc1ccc(O)c(/C=N/N2CCCCC2)c1 | 10%
Cc1ccc(C(=O)CCC2CCCCC2=O)cc1 (configuration not stated) | 10%
COc1cc2ccccc2cc1C(=O)Nc1ccccc1C | 16%
COc1cc2sc3cc(NCc4ccc(C)o4)ccc3c(=O)c2cc1OC | 19%
CCCCn1c(N)c(N(Cc2ccccc2OC)C(=O)CC2OC(=O)c3ccccc32)c(=O)[nH]c1=O (configuration not stated) | 0%
CCn1cnc2c(Nc3cccc(Cl)c3)nc(C#N)nc21 | 10%
O=C(O)c1ccc2c3n(nc2c1)-c1ccc(Cl)cc1CO3 | 0%
CCOC(=O)CSc1nc2ccccc2c(=O)n1NC(=O)c1ccccc1 | 15%
Cc1ccc(SCC(=O)NC(=O)NCCC(C)C)c(C)c1 | 13%
O=C(CNc1ccc2ccccc2c1)N/N=C/c1ccc(OC(=O)/C=C/c2ccco2)cc1 | 23%[12 µM]
O=C(Nc1ccc(Cl)cc1)OCc1ccccn1 | 9.2µM*
COc1ccccc1/C=N/Nc1nncc2ccccc12 | 17%
CC(C)(C)NC(=O)CSc1nc(-c2ccc(F)cc2)cs1 | 9%
CCn1c(SCC(=O)NCc2ccc3c(c2)OCO3)nc2c(c1=O)SCC2 | 9%
COC(=O)[C@@H](C)NC(=O)c1ccc2oc(CCc3ccccc3)nc2c1 | 12%
Cc1ccc2nc(-c3cccc(Br)c3)c(Cc3cccc(Cl)c3)n2c1 | -1%
CC1(C(=O)NS(=O)(=O)c2cccc(C#N)c2)CCN1C(=O)C1CCCCC1 (configuration not stated) | 9%
Nc1ccccc1-n1cccc1 | 20%
Cc1ccc(C(=O)CC(SCC(=O)O)c2ccc([N+](=O)[O-])cc2)cc1 (configuration not stated) | -15%
Fc1cccc2sc(Nc3nc4ccccc4s3)nc12 | 6%
O=C(O)c1ccc2c(c1)C(=O)N(c1ccc(/C=C/C(=O)c3ccccc3)cc1)C2=O | 19µM*
CC(=O)c1ccc(OCc2cc(C(=O)N3CC[C@@H]4CCCC[C@H]4C3)no2)cc1 | 11%
CCC1CCCCN1C(=O)CSc1nnc(-c2ccco2)o1 (configuration not stated) | 2%
COc1ccc2nc(-c3ccccc3)[nH]c2c1 | 9%
CC1CCC(NC(=O)C(=O)Nc2ccc3c(c2)OCO3)CC1 (configuration not stated) | 2%
Cc1ccccc1Nc1nc(N)c2ccccc2n1 | 4%
COc1cc(C2C(C#N)=C(N)OC3=C2C(=O)CC(C)(C)C3)cc([N+](=O)[O-])c1O (configuration not stated) | 14%
O=C(/C=C/c1ccco1)Nc1cccnc1Cl | 14%
Cc1n[nH]c(=O)nc1N/N=C/c1ccco1 | 3%
CCCC(=O)c1ccc(N2CCC(C)CC2)c(F)c1 | 9%
Cc1cccc(Nc2nc(-c3ccc(F)c(C)c3)cs2)n1 | 4%
Cc1ccc(NC(=O)/C=C/c2ccc([N+](=O)[O-])s2)cc1 | 18%
N=c1oc2ccccc2cc1C(=O)Nc1ccc(F)cc1 | 0%
CC(C)CC1NC(=O)N(CC(=O)c2ccc3c(c2)OCCO3)C1=O (configuration not stated) | 8%
Cc1nn(-c2nc3ccccc3s2)c(N)c1-c1ccc(Cl)cc1 | 10%
Cn1c(N)c(C(=O)COC(=O)c2cc(S(=O)(=O)N3CCOCC3)ccc2F)c(=O)n(C)c1=O | -10%
CCOC(=O)c1ccc(-c2ccc(CO)o2)cc1 | 18µM*

Retrieved by compound from the list above (four):
compound | AID1053144
Cc1cccc(Nc2nc(-c3ccc(F)c(C)c3)cs2)n1 | 4%
COc1ccc(-c2nnc(-c3ccc(N)cc3)o2)cc1 | 8%
Cc1ccc(NC(=O)c2csc3c2CCCC3)cc1 | 8%
CCS(=O)(=O)N1CCc2nc(-c3ccccc3)sc2C1 | 8%

New compounds follow.
compound | AID1053144
CC(C)(C)OC(=O)N/N=C\C=C\c1ccc2c(c1)OCO2 | 13%
O=C(c1ccc(Br)cc1)c1coc2ccc(O)cc12 | 19%
Cc1ccccc1S(=O)(=O)/N=C(/Nc1nc2ccccc2s1)c1ccccc1 | 8%
CC(=O)Nc1ccc(/C=N/Nc2nc3ccccc3s2)cc1 | 5%
COCCN1CCN(C(=O)c2cc(COc3ccc(Cl)cc3OC)on2)CC1 | 13%
O=C(N/N=C/c1cccc2ccccc12)c1cccs1 | 8%
O=C(Nc1ccc(Cl)cc1)c1cccs1 | 6%
NC(=O)Cc1c[nH]c2cccc(O)c12 | 22%
Nc1nc2ccccc2n1/N=C/c1ccc(-c2ccccc2)o1 | 7%
OCCC1CN(Cc2nc(-c3ccccc3)cs2)CCN1C1CCCC1 (configuration not stated) | 0%
CC(C)S(=O)(=O)N1CCCC(c2cc(C(=O)Nc3ccc(F)c(Cl)c3)no2)C1 (configuration not stated) | 20%
Cc1ccc(OCc2cc(C(=O)NCC(C)(C)N3CCOCC3)no2)cc1C | 13%
O=C(Nc1ccc(F)c(Cl)c1)c1cc(C2CCCN(C(=O)C3CC3)C2)on1 (configuration not stated) | 5%
CCOC(=O)c1oc2nc3c(cc2c1N)CCCC3 | 9%
C/C(=C\c1ccccc1)C(=O)NCCc1ccccc1 | 15%
O=C(c1cc(-c2cccc(Cl)c2)on1)N1CCCC1 | 14%
CC(C)c1ccc(NC(=O)c2cccc(Br)c2)cc1 | 7%
Cc1ccc(OCC(=O)Nc2cccc(O)c2)cc1C | 8%
O=C(OCC(=O)N1CCc2ccccc2C1)c1c(F)cccc1Cl | 8%
COC(=O)c1c(-c2cccnc2)csc1NC(=O)c1cc(C)on1 | 12%
O=C(CSc1nnc2ccccn12)c1ccc(Cl)cc1 | 5%
COc1ccccc1OCCNC(=O)c1ccc2c(c1)OCCO2 | 7%
CC1CCC(NC(=O)c2cccn2C)CC1 (configuration not stated) | 3%
CC(C)(C)C(=O)Nc1nc2cc3c(cc2s1)OCO3 | 7%
O=C(Nc1nc(-c2ccc(F)cc2)cs1)C1CCCO1 (configuration not stated) | 4%
Nn1c(SCc2ccccc2F)nnc1-c1ccccn1 | 7%
Cc1ccc(Nc2nc(-c3ccncc3)cs2)cc1 | 3%
COC(=O)CSc1nc2ccc(C)cc2cc1C#N | 15%
O=c1[nH]c2ccccc2nc1CCc1ccccc1 | 9%
COCCCNC(=O)Cc1ccc(S(=O)(=O)N2CCOCC2)s1 | 2%
Cc1ccccc1Cn1nnc(C(=O)Nc2ccc3c(c2)OCCO3)c1N | 18%
O=C(Nc1cccc(Cl)c1)Nc1ccc2c(c1)OCO2 | 11%

Quoted from above for reference:
compound | AID1053144
OCCC1CN(Cc2nc(-c3ccccc3)cs2)CCN1C1CCCC1 (configuration not stated) | 0%
CC(C)S(=O)(=O)N1CCCC(c2cc(C(=O)Nc3ccc(F)c(Cl)c3)no2)C1 (configuration not stated) | 20%
Cc1ccc(OCc2cc(C(=O)NCC(C)(C)N3CCOCC3)no2)cc1C | 13%
O=C(Nc1ccc(F)c(Cl)c1)c1cc(C2CCCN(C(=O)C3CC3)C2)on1 (configuration not stated) | 5%
CCOC(=O)c1oc2nc3c(cc2c1N)CCCC3 | 9%
C/C(=C\c1ccccc1)C(=O)NCCc1ccccc1 | 15%
O=C(c1cc(-c2cccc(Cl)c2)on1)N1CCCC1 | 14%
CC(C)c1ccc(NC(=O)c2cccc(Br)c2)cc1 | 7%
Cc1ccc(OCC(=O)Nc2cccc(O)c2)cc1C | 8%
O=C(OCC(=O)N1CCc2ccccc2C1)c1c(F)cccc1Cl | 8%
COC(=O)c1c(-c2cccnc2)csc1NC(=O)c1cc(C)on1 | 12%
O=C(CSc1nnc2ccccn12)c1ccc(Cl)cc1 | 5%
COc1ccccc1OCCNC(=O)c1ccc2c(c1)OCCO2 | 7%
CC1CCC(NC(=O)c2cccn2C)CC1 (configuration not stated) | 3%
CC(C)(C)C(=O)Nc1nc2cc3c(cc2s1)OCO3 | 7%
O=C(Nc1nc(-c2ccc(F)cc2)cs1)C1CCCO1 (configuration not stated) | 4%
Nn1c(SCc2ccccc2F)nnc1-c1ccccn1 | 7%
Cc1ccc(Nc2nc(-c3ccncc3)cs2)cc1 | 3%
COC(=O)CSc1nc2ccc(C)cc2cc1C#N | 15%
O=c1[nH]c2ccccc2nc1CCc1ccccc1 | 9%
COCCCNC(=O)Cc1ccc(S(=O)(=O)N2CCOCC2)s1 | 2%
Cc1ccccc1Cn1nnc(C(=O)Nc2ccc3c(c2)OCCO3)c1N | 18%
O=C(Nc1cccc(Cl)c1)Nc1ccc2c(c1)OCO2 | 11%

(list continues)
compound | AID1053144
O=C(NCc1ccco1)/C(=C/c1ccc(C(F)(F)F)cc1)c1nc2ccccc2[nH]1 | 3%
Cc1ccc(Nc2ncccc2C(N)=O)cc1[N+](=O)[O-] | 5.4µM*
CCOc1ccc(C(=O)Nc2ccc(Cl)cn2)cc1Cl | 12%
COc1ccc(-c2csc(NC(=O)CC(C)C)n2)cc1 | 16%
Cc1ccc(C)c(-n2ccnc2SCC(=O)Nc2cccc(S(=O)(=O)NC3=NCCC3)c2)c1 | 11%
Cc1ccc(C2=NN3C(C(=O)c4ccccc4)Oc4ccccc4C3C2)cc1 (configuration not stated) | 0%
Fc1ccc(OCc2nc3ccccc3s2)cc1 | 6%
O=C(NCCc1ccccc1)c1ccc(Cl)nc1 | 11%
Cc1ccc(Nc2ncc3c(n2)CC(C)CC3=O)c(C)c1 (configuration not stated) | 11%
Cc1nc(NC(=O)/C=C/c2ccccc2)n[nH]1 | 18%[12 µM]
COc1c(OC2OC(C(=O)O)C(O)C(O)C2O)cc(O)c2c(=O)cc(-c3ccccc3)oc12 (configuration not stated) | 9%
Cc1cc(/C=N/NC(=O)c2cccc(F)c2)c(C)n1-c1ccccc1 | 5%
c1ccc(-c2noc(C3CCCCC3)n2)nc1 | 7%
O=C(/C=C/c1ccc2c(c1)OCO2)c1ccc[nH]1 | 6%
O=C(Nc1cccc(-c2cn3c(n2)SCC3)c1)c1ccc2ccccc2n1 | 8%
COc1nc(-c2ccccc2)ccc1-c1noc(C)n1 | 8%
COc1ccccc1CCc1nnc(CCC(=O)N(C)Cc2cccc3cnccc23)o1 | 8%
O=C(Nc1ccc2ccccc2n1)c1ccccc1Cl | 4%
O=C(COC(=O)c1cc2ccccc2oc1=O)Nc1ccc(F)cc1F | 10%
Fc1ccc(N2CCN(Cc3ccccn3)CC2)cc1 | 8%
CCNC(=O)c1sc2cc(C)ccc2c1Cl | 14%
CC(=O)Nc1ccc2c(c1)C(=Nc1cccc(C)c1)c1ccccc1-2 | 6%
C(=C\c1nc(-c2cccnc2)no1)/c1ccccc1 | 4.8µM*
C/C(=N\NS(=O)(=O)c1ccc([N+](=O)[O-])cc1)c1ccc(NC(=O)c2ccco2)cc1 | 7%
O=C(Nc1nccs1)c1ccc(-c2cccc([N+](=O)[O-])c2)o1 | -1%
Cc1sc(NC(=O)Nc2ccccc2)c(C(N)=O)c1C | 13%
COc1cccc(C(=O)Nc2nnc(-c3ccccc3)s2)c1 | 7%
Clc1ccc(-c2nnc(-c3cccc4ccccc34)o2)cc1 | 4%

Screening results: PubChem, Broad Institute
